Anesthetic bind = candidate novel general anesthetic via apoferritin binding; apoferritin/1-aminoanthracene competitive binding, fluorescence; Potency, µM (series often up to 77.5 µM), for the others: top-dose activity change, negative = displacement, hits mostly inhibitors; 0.074% of 350,000 active; AID 485281; also: potency is read from the fitted curve at half-maximal effect; % is scaled to controls: 0 for no effect and ±100 for the full control effect; nearly all actives have a fitted effect of over 20% in size
Target sequence (P02791 2-175 limits assumed): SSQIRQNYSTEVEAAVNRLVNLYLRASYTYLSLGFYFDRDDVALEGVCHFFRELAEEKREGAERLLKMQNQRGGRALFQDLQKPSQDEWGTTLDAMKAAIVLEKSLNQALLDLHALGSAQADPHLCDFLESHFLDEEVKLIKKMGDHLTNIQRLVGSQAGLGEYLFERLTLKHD
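Concentration-response curves derived by four-parameter Hill fitting of normalized fluorescence, where compounds displaced 1-AMA from 10 uM horse apoferritin following a brief 10 min room-temperature incubation; propofol titration acted as positive control.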
APE1 inh = inhibitors of human APE1 endonuclease; P27695; 0.35% of 350,000 active; Potency, µM (highest dose often 65.8 µM), without a hit: at the top dose activity change, negative = inhibition, most hits filed as inhibitors; recombinant APE1, TAMRA/BHQ-2 abasic DNA cleavage fluorescence; AID 2517;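 also: potency is read from the fitted curve at half-maximal effect; plate controls were vehicle for no effect and reference inhibitor for full effect; nearly all actives have a fitted effect of over 55% in size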
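Measures dequenching upon AP-site incision of a 5'-TAMRA/3'-BHQ-2 THF-containing duplex, 50 nM; human APE1 0.75 nM after 15 min room-temperature exposure to compound; kinetic three-point read at one-minute spacing.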
Tb PGK inh = inhibitors of T. brucei phosphoglycerate kinase; P07378; PGK/GAPDH coupled, Kinase-Glo luminescence, 60 min; Potency, µM (series often up to 57.5 µM), for inactives: at the top dose activity change, negative = inhibition, most hits filed as inhibitors; 0.043% of 380,000 active; AID 602233; also: potency is read from the fitted curve at half-maximal effect; % is scaled to controls: 0 for no effect and ±100 for the full control effect; nearly all actives have a fitted effect of over 60% in size
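Luminescent ATP detection (Kinase-Glo Plus) follows a 60-minute room-temperature incubation, with wells lacking PGK as controls. Buffer: 100 mM TEA (pH 7.6), 5 mM MgCl2, 0.01% Tween-20. Coupling enzyme GAPDH (100 nM final) supplies unstable 1,3-BPG in-well.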
POLI inh = inhibitors of human DNA polymerase iota; 1% of 390,000 active; Pol iota fluorescent replication assay, 10 min; Q9UNA4; Potency, µM (highest dose often 115 µM), without a hit: at the top dose activity, negative = inhibition, most hits filed as inhibitors; also: potency is read from the fitted curve at half-maximal effect
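Pol iota at 10 nM preincubated 15 min with compounds at room temperature; reaction started with fluorescent substrate, 50 nM final. Fluorescence read kinetically at 0 and 10 min; buffer-only wells as negative control.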
Pol beta inh = DNA polymerase beta (human) inhibition | P06746 | Pol beta primer extension/strand displacement, fluorescence kinetic | Potency, µM (highest dose often 114 µM), without a hit: at the top dose activity change, negative = inhibition, most hits filed as inhibitors | 1.3% of 340,000 active | AID 485314; also: potency is read from the fitted curve at half-maximal effect; % is scaled to controls: 0 for no effect and ±100 for the full control effect
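Kinetic readout of DNA synthesis with strand displacement by Pol beta. Compound and 10 nM enzyme sit 15 min at room temperature; 50 nM substrate starts the reaction, read immediately and at 10 min.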
POLK inh = inhibitors of human DNA polymerase kappa | Q9UBT6 | purified Pol kappa, fluorescent DNA synthesis assay, 10 min | Potency, µM (highest dose often 107 µM), inactives show at the top dose activity, negative = inhibition, hits mostly inhibitors | 0.53% of 400,000 active | AID 588579; also: potency is read from the fitted curve at half-maximal effect; % is scaled to controls: 0 for no effect and ±100 for the full control effect
Target sequence (Q9UBT6 whole entry, looked up): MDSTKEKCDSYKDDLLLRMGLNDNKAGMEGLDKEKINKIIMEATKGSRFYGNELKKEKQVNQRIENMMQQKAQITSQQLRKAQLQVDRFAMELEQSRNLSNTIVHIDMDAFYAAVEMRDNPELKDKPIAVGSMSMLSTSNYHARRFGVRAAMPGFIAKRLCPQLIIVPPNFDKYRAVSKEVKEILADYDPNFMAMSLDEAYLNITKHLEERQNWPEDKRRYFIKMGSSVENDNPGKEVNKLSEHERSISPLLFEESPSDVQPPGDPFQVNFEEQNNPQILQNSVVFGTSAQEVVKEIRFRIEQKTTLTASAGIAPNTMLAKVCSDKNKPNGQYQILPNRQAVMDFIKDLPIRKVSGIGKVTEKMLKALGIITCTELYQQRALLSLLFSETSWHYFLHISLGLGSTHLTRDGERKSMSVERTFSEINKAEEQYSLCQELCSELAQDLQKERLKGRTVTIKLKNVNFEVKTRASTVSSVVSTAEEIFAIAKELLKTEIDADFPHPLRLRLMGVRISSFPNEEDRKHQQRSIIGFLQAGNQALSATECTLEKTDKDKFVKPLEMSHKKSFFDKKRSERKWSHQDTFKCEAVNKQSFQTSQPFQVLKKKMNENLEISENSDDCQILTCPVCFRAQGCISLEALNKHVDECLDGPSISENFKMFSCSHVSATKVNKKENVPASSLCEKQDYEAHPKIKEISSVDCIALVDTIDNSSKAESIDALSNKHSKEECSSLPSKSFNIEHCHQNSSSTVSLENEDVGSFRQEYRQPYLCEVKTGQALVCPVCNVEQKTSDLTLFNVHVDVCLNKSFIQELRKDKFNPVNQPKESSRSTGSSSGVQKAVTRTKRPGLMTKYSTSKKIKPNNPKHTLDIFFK
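Fluorescent qHTS in 1536-well format: enzyme (10 nM) and compound sat 15 min at room temperature before 50 nM substrate (final) was added. Signal taken at 0 and 10 min; no-enzyme buffer wells were negative controls.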
BLM inh = inhibitors of human Bloom syndrome helicase BLM; recombinant BLM DNA unwinding, fluorescence dequenching; 0.2% of 350,000 active; Potency, µM (series often up to 56.1 µM), inactives show top-dose activity change, negative = inhibition, most hits filed as inhibitors; AID 2528; P54132;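 also: potency is read from the fitted curve at half-maximal effect; plate controls were vehicle for no effect and no enzyme for full effect; nearly all actives have a fitted effect of over 35% in size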
RXFP1 antag = RXFP1 (human) relaxin receptor antagonism; AID 1259400; Q9HBX9; HEK293-RXFP1, relaxin-stimulated cAMP HTRF, 30 min; stronger effect = lower value; activity change, negative = inhibition, % at 57.5 µM; 0.59% of 350,000 active;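 active = activity change of -60% or lower, but not beyond a set lower limit; inconclusive = change between -60% and -40%, or beyond the set limit; inactive = change above -40%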; also: % is scaled to controls: 0 for no effect and ±100 for the full control effect
Pol eta inh = DNA polymerase eta (human) inhibition; recombinant Pol eta, fluorescent DNA replication assay; Potency, µM (top dose mostly 114 µM), for the others: at the top dose activity change, negative = inhibition, actives largely listed as inhibitors; 1.2% of 390,000 active; AID 588591; also: potency is read from the fitted curve at half-maximal effect; % is scaled to controls: 0 for no effect and ±100 for the full control effect
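Pol eta (10 nM) was preincubated with compounds for 15 min at room temperature, after which fluorescent replication substrate (50 nM final) was added to start the reaction. Fluorescence was read kinetically at 0 and 10 min.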
Active calls of the source: *; i = inactive; ? = inconclusive; nt = no result given; [ ] = another dose, or the depositor's remark. Unless noted, calls follow the shape of the dose curve; as a rule, active = well fitted curve in the direction sought with a large enough effect; inconclusive = small, poorly fitted or top-dose-only effect, or another doubt; inactive = no such curve, though single readings can be large; an effect the other way counts as inactive or inconclusive.

SMILES	Anesthetic bind	APE1 inh	Tb PGK inh	POLI inh	Pol beta inh	POLK inh	BLM inh	RXFP1 antag	Pol eta inh
CC1CC(C)CN(S(=O)(=O)c2ccc(C(=O)NNC(=O)c3ccccc3F)cc2)C1 (stereo not given)	nt	-11%	-7%	38%[activator]	nt	-17%	nt	-25	2%
Cc1ccnc(NC(=O)c2ccc(Cl)c(NC(=O)CCc3ccccc3)c2)c1	-20%	-9%	nt	nt	6%	nt	6%	nt	nt
CCOC(=O)c1[nH]c2ccc(OC)cc2c1NC(=O)CCN1CCN(Cc2ccccc2)CC1	0%	-2%	-9%	23%	30%	4%	1%	-5	9%
CCOc1ccc(NC(C)c2cc(Cl)ccc2O)cc1 (stereo not given)	-23%	-3%	-3%	3%	-22%	-3%	-11%	4	-16%
O=C(c1ccc(=O)[nH]c1)N(Cc1ccco1)C1(C(=O)NC2CCCC2)CCCCC1	-3%	3%	3%	58%[activator]	-3%	2%	0%	-4	-14%
COC(=O)c1sc(NC(=O)/C=C/c2ccc(C)cc2)nc1C	0%	0%	i	8%	19%	-1%	-10%	25	1%
CCOc1cc(C2NC(=S)NC(C)=C2C(=O)Nc2ccccc2)ccc1O (stereo not given)	-4%	21%	-5%	8%	7%	-8%	-3%	-8	-8%
CC(Sc1n[nH]c(N)n1)c1nc2scc(-c3cccs3)c2c(=O)[nH]1 (stereo not given)	-22%	-2%	-9%	-10%	2%	-15%	-3%	-6	?
O=C(CSc1nnc(SCc2ccccc2)s1)N/N=C/c1ccc(C(=O)O)cc1	-7%	-3%	-1%	39%[activator]	0%	-14%	-3%	-25	-12%
COCCCNC(=O)c1cc2c(s1)CS(=O)(=O)C2	-3%	1%	i	6%	11%	-5%[60.1 µM]	-3%	1	15%
COc1ccc(NC(=O)CSCC(=O)Nc2ccc(S(=O)(=O)N3CCCC3)cc2)cc1	?	40%	-4%	-5%	7%	-11%	-5%	-16	?
O=C(Cn1c(=O)nc(-c2ccccc2)c2cc(Cl)ccc21)NCCCc1ccccc1	-14%	nt	-9%	-10%	-23%	-16%	0%	nt	-9%
CC1(C)CC(=O)c2c(noc2-c2ccccc2)C1	10µM*	1%	-2%	3%	15%	-18%	2%	-8	-13%
N#CC1(C#N)CC(C=O)=C(N)C1(C#N)CC(=O)C12CC3CC(CC(C3)C1)C2 (stereo not given)	-4%	3%	-2%	?	-16%	-10%	-10%	-7	?
CC(=O)Nc1ccc(C(=O)OCC(=O)NCc2ccc(Cl)cc2)cc1	2%	-6%	nt	nt	10%	nt	-1%	nt	nt
CN(CC(=O)Nc1ccc(F)cc1)C(=O)CSc1nnc(Cc2ccccc2)o1	nt	5%	-5%	21%	nt	-2%	nt	-1	-22%
O=C(COc1ncnc2cc(Cl)ccc12)c1ccccc1	4%	9%	-12%	32%	36%	2%	-2%	4	1%
CCOC(=O)c1c(C)nc2sc(C(=O)Nc3ccc(C(C)=O)cc3)c(N)c2c1-c1ccc(OC)cc1	126%[activator]	-4%	3%	15%	34%	-8%	-9%	20	-5%
CC(C)(CNC(=O)CNC(=O)c1ccccc1F)N1CCOCC1	nt	30%	-7%	37%[activator]	nt	-4%	nt	13	-15%
Cc1cc(NC(=O)c2cnccn2)no1	-11%	-4%	nt	nt	13%	nt	-3%	nt	nt
COc1ccc(C2CC(c3ccco3)n3ncnc3N2)cc1 (stereo not given)	-3%	-3%	-2%	-9%	-26%	-24%	2%	5	-6%
COCCNC(=O)c1ccc(NC(C)=O)cc1	-10%	3%	-4%	10%	17%	-4%	-15%	1	5%
O=C(COC(=O)/C=C/c1ccc([N+](=O)[O-])cc1)Nc1ccc(F)cc1	nt	1%	0%	12%	nt	-8%	nt	1	0%
O=C(c1ccccc1)N1CCN(c2ncccn2)CC1	-5%	45%[activator]	-2%	15%	20%	-8%	-5%	0	-15%
O=C(CCCCn1c(=O)[nH]c2ccsc2c1=O)N1CCN(c2cccc(C(F)(F)F)c2)CC1	-19%	nt	9%	8%	11%	-10%	-3%	nt	-28%
COc1cc(NC(=O)c2cc3ccccc3cc2O)c(OC)cc1Cl	52%[activator]	-5%	nt	-6%	-19%	7%	-8%	-20	-1%
CNc1ccc(Oc2c(F)c(F)nc(F)c2F)cc1	-21%	26%	-5%	-10%	-8%	-4%	-4%	-2	-28%
COc1cc(CN2CCCN(C)CC2)c([N+](=O)[O-])cc1OC	-7%	19%	-4%	?	32%	-4%	-3%	-10	-9%
Cc1ccc(C(=O)Nc2ccc3c(c2)nc(CCNC(=O)c2ccco2)n3C)cc1	-1%	25%[12.4 µM]	-4%	106%[activator]	0%	0%	-8%	2	-22%
CCc1cc2c(cc3c(=O)n(CC(=O)N4CCN(c5cc(Cl)ccc5C)CC4)ncn32)s1	4%	nt	-2%	25%	80%	12%	0%	4	5%

4 entries drawn at random from those above, as already listed:
SMILES	Anesthetic bind	APE1 inh	Tb PGK inh	POLI inh	Pol beta inh	POLK inh	BLM inh	RXFP1 antag	Pol eta inh
CC1(C)CC(=O)c2c(noc2-c2ccccc2)C1	10µM*	1%	-2%	3%	15%	-18%	2%	-8	-13%
CC(C)(CNC(=O)CNC(=O)c1ccccc1F)N1CCOCC1	nt	30%	-7%	37%[activator]	nt	-4%	nt	13	-15%
CC1CC(C)CN(S(=O)(=O)c2ccc(C(=O)NNC(=O)c3ccccc3F)cc2)C1 (stereo not given)	nt	-11%	-7%	38%[activator]	nt	-17%	nt	-25	2%
CCOc1cc(C2NC(=S)NC(C)=C2C(=O)Nc2ccccc2)ccc1O (stereo not given)	-4%	21%	-5%	8%	7%	-8%	-3%	-8	-8%

Other compounds follow.
SMILES	Anesthetic bind	APE1 inh	Tb PGK inh	POLI inh	Pol beta inh	POLK inh	BLM inh	RXFP1 antag	Pol eta inh
COc1ccc(C)c2sc(NC(=O)C3CC3)nc12	-5%	-3%	-1%	-11%	2%	-8%	-2%	-12	-18%
CCc1nnc(NS(=O)(=O)c2ccc(NC(=O)/C=C/c3ccccc3Cl)cc2)s1	-15%	2%	-14%	25%	?	-4%	-8%	-19	-5%
CCOC(=O)C1CCCN(C(=O)c2cccc3ccccc23)C1 (stereo not given)	-2%	1%	-7%	25%	35%	-8%	-10%	12	-18%
Cn1c(=O)c2c(SCC(=O)Nc3ccccc3C(F)(F)F)nc(C3CCCC3)nc2n(C)c1=O	-5%	nt	-4%	26%	10%	-6%[60.1 µM]	1%	3	-20%
Cc1nnc(N/N=C\c2ccc(-c3cccc(C(=O)O)c3)o2)n1N	-5%	?	-10%	2.5µM*	?	?	0%	2	?
Cc1cc(C)c2c(-n3cccc3)n[nH]c2n1	-10%	19%	-5%	3%	21%	-12%	-2%	-4	-10%
COc1ccc(C(=O)Nc2noc3ccccc23)cc1	3%	nt	nt	11%	13%	11%	-3%	-9	nt
O=C1C=C(c2cccc(Cl)c2O)C[C@@H](c2ccc(Cl)cc2)C1	nt	13%	3%	-10%	nt	-15%	nt	nt	-12%
COc1cc([N+](=O)[O-])ccc1NC(=O)COC(=O)c1c[nH]c(=O)[nH]c1=O	nt	13%	2%	47%[activator]	nt	-22%	nt	-19	?
COc1ccc2nc(NC(=O)c3ccccc3O)sc2c1	18%	-2%	5%	22%	-1%	-12%	-7%	-14	4%
CCC(C)[C@H](NC(=O)N1CCCCCC1)C(=O)O (stereo not given in full)	-3%	1%	i	?	0%	-5%	2%	13	-9%
Cc1cccc(C)c1NC(=O)C(=O)NCc1ccccn1	-7%	0%	-8%	15%	24%	-9%	1%	-8	13%
O=C1C=C(NC2=CC3OC(c4ccccc4)OCC3OC2=O)CCC1 (stereo not given)	-8%	15%	10%	2%	53%	-13%	-1%	-5	-17%
O=C(Cn1cc(C(F)(F)F)ccc1=O)Nc1cc(S(=O)(=O)N2CCOCC2)ccc1Cl	-5%	-5%	i	17%	72%	-19%	2%	-3	-19%
COc1ccc(S(=O)(=O)Nc2ncccn2)cc1	-5%	32%	i	165%[activator]	-10%	0%	-1%	-6	-18%
Cc1ccc(S(=O)(=O)NC(C)C(=O)NC2CC2)cc1 (stereo not given)	-2%	19%	i	29%	10%	0%	-1%	1	-14%
COc1ccccc1-c1noc(CSc2nnc(-c3ccccc3)n2-c2ccc(C)c(C)c2)n1	-18%	nt	i	13%	-1%	0%	4%	-24	-23%
CC(C)c1nc(CNC(=O)CCc2nnc(-c3ccsc3)o2)cs1	-16%	0%	-8%	119%[activator]	0%	-9%	1%	-5	-19%
Cc1ccc(-n2nnnc2SCC(N)=O)c(C)c1	13%	0%	-9%	7%	-13%	-6%	-2%	7	-13%
COc1cccc(C2C(C(=O)c3cc4ccccc4o3)=C(O)C(=O)N2CCN(C)C)c1OC (stereo not given)	nt	nt	i	-3%	nt	-6%	nt	2	-14%
COC(=O)C1(Cc2cc(-c3cccnc3)no2)CCN(C(=O)OC(C)(C)C)CC1	-16%	25%	1%	27%	7%	0%	-2%	nt	-7%
CC(O)CNc1nc2c(c(=O)n(Cc3ccc(Cl)c(Cl)c3)c(=O)n2C)n1C (stereo not given)	1%	22%	1%	-10%	27%	-22%	-1%	-4	-6%
CCOC(=O)N1CCN(C(=O)c2cccc(OC)c2OC)CC1	3%	-3%	-5%	11%	8%	-1%	0%	7	-8%
O=C(c1ccc(Cl)cc1)N1CCc2ccccc21	?	41%	8%	1%	9%	-8%	-2%	5	-6%
CC1CCCN(S(=O)(=O)c2ccc(C(=O)Nc3nnc(-c4ccccn4)o3)cc2)C1 (stereo not given)	-1%	-2%	-3%	-9%	?	-5%	2%	3	0%
O=C(CN1CCN(c2ccccc2)CC1)Nc1ccc(F)cc1	6%	31%	0%	171%[activator]	9%	-3%	-2%	-5	-25%
CC1(C)Oc2ccc(C(=O)N3CCCCC3)cc2N(CC(=O)NCc2ccccc2)C1=O	-3%	0%	-5%	1%	2%	-5%	-2%	2	-13%
CC(=O)c1cccc(N2C(=NC(=O)C(C)C)SC3CS(=O)(=O)CC32)c1 (stereo not given)	-15%	2%	-4%	?	1%	-13%	0%	2	6%

The list is partial; the hit share may differ from the screen's.
